LMNA splice mod = LMNA splicing modulation; Potency, µM (titrated, usually from 46.1 µM), without a hit: at the highest dose ratio change, negative = inhibition, hits mostly inhibitors; HeLa LMNA splicing GFP/RFP minigene ratio, 48 h; 0.01% of 200,000 active; AID 1487; active means well fitted inhibition curve with a large enough effect in the signal ratio, with a control signal flat, not every such curve was filed as active; inconclusive means small, poorly fitted or top-dose-only effect, or effect the other way, or a change in a side signal; the % refers to the signal ratio; further: on the % scale 0 is the no-effect control and ±100 the full control effect
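S3 HeLa cells stably expressing lamin A-EGFP splicing minigene plus DsRed2, 600 cells/well, 48 h compound exposure at 37C. Laser-scanning cytometry; analysed as GFP (500-530 nm)/RFP (575-640 nm) total intensity ratio; 0.5% DMSO vehicle.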
JMJD2E inh = inhibitors of human JMJD2E histone demethylase | B2RXH2 | JMJD2E catalytic domain, FDH-coupled NADH fluorescence (FDH is formaldehyde dehydrogenase) | Potency, µM (highest dose often 57.1 µM), for the others: at the top dose activity change, negative = inhibition, hits mostly inhibitors | 1.6% of 230,000 active; active means well fitted inhibition curve with a large enough effect, not every such curve was filed as active; inconclusive means small, poorly fitted or top-dose-only effect, or another doubt; inactive means no such curve, though single readings can be large or run the other way;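 further: 0% = wells with enzyme and -100% = buffer wells without enzyme; nearly all actives have a fitted effect of over 50% in size; many of its hits are not listed in these tables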
RECQ1 inh = blocks DNA unwinding by human RECQ1. 0.54% of 240,000 active. RECQ1 DNA unwinding, red fluorescence kinetic read. P46063. Potency, µM (titrated, usually from 57.3 µM), for the others: top-dose activity, negative = inhibition, usual class: inhibitors;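 further: plate controls were vehicle for no effect and no enzyme for full effect; nearly all actives have a fitted effect of over 30% in size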
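RECQ1T1 50 nM; forked duplex (20 bp + 30-nt ss tails) 200 nM, ATP 2 mM final; pH 8.0, 2 mM MgCl2, 2.5 ug/ml poly(dI-dC); 15 min compound preincubation; discontinuous kinetic read over 2 h at RT.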
L3MBTL1 inh = L3MBTL1 (human) inhibition; Q9Y468; AlphaScreen L3MBTL1–H3K9me1 peptide binding; Potency, µM (titrated, usually from 57.1 µM), for inactives: top-dose activity, negative = inhibition, actives largely listed as inhibitors; 0.66% of 230,000 active; AID 485360; further: on the % scale 0 is the no-effect control and ±100 the full control effect; nearly all actives have a fitted effect of over 60% in size
Target sequence (Q9Y468 whole entry, looked up): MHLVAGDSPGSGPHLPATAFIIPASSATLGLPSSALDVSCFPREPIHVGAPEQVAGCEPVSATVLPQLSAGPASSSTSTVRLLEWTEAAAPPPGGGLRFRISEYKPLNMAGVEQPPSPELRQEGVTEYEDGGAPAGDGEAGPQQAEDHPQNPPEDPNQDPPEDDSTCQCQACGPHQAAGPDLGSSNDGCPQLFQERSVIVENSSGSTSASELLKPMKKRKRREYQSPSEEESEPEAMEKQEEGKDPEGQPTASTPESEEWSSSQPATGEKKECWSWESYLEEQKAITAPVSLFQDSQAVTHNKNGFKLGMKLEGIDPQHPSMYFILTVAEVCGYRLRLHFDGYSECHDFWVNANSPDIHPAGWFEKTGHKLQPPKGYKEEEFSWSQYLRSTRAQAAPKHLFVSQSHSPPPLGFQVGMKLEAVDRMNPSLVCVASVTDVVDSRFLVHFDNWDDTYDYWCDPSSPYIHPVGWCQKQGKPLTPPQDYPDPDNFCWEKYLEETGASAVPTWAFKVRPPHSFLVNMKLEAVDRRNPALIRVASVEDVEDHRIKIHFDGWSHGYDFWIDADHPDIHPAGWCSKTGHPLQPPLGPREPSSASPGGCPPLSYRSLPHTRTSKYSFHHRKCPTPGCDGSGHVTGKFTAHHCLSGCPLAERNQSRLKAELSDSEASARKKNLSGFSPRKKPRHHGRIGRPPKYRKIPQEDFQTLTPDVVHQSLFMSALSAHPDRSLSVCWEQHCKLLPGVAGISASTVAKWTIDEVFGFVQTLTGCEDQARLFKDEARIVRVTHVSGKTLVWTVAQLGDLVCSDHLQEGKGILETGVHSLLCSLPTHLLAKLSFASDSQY
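L3MBTL1 (50 nM) pre-complexed 30 min with biotinylated H3(1-15)K9me1 peptide (75 nM), then compounds added for 30 min at room temperature; AlphaScreen streptavidin donor/nickel chelate acceptor beads (10 ug/mL final) read after 30 min dark incubation.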
Tau fibril ThT = inhibitors of human tau fibril formation, thioflavin T binding; AID 1460; recombinant tau K18 P301L (four-repeat tau fragment), heparin-induced fibrillization, ThT fluorescence; 2.1% of 270,000 active; Potency, µM (titrated, usually from 57.4 µM), for the others: at the highest dose activity, negative = inhibition, most hits filed as inhibitors; further: on the % scale 0 is the no-effect control and ±100 the full control effect; nearly all actives have a fitted effect of over 55% in size
Target sequence (P10636 561-689 P618L limits assumed): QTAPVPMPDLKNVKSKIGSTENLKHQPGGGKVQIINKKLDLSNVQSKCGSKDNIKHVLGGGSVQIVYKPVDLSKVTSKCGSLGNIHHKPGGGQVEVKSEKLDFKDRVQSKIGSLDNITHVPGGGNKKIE
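Recombinant human tau K18 fragment […] carrying P301L, 15 uM unlabeled plus 0.24 uM Alexa 594-labeled, was fibrillized with 20 uM heparin in 100 mM sodium acetate pH 7 for 6 hr at 37 C; 30 uM ThT fluorescence read after 1 hr.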
SMN2 splice enh = SMN2 splice variant enhancement; HEK293 SMN2-luciferase splicing reporter, luminescence, 30-36 h; Potency, µM (titrated, usually from 46.1 µM), for the others: at the top dose activity change, positive = activation, most hits filed as activators; 2.8% of 210,000 active; further: % of control where 0% means no effect; nearly all actives have a fitted effect of over 55% in size
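HEK293 cells carry an SMN2 minigene-luciferase reporter in which exon 7 inclusion puts luciferase in frame. Cells were seeded at 2000 cells/well, attached for 10-12 hours, then exposed to compounds for 30-36 hours at 37C before ONE-Glo luminescence.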
ALDH1A1 inh = inhibitors of human aldehyde dehydrogenase 1A1 | Purified ALDH1A1, NADH fluorescence, propionaldehyde substrate | P00352 | 7.3% of 220,000 active | Potency, µM (doses to about 75.3 µM), for the others: top-dose activity, negative = inhibition, usual class: inhibitors; active means well fitted inhibition curve with a large enough effect, not every such curve was filed as active; inconclusive means small, poorly fitted or top-dose-only effect, or another doubt; inactive means no such curve, though single readings can be large or run the other way;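 further: plate controls were no enzyme wells and a reference inhibitor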
KinaseGlo FLuc = blocks Kinase-Glo luciferase, a counter-screen artifact. Kinase-Glo luciferase, ATP luminescence, 8 min. Potency, µM (doses to about 38.3 µM), without a hit: at the highest dose activity change, negative = inhibition, usual class: inhibitors. 0.28% of 200,000 active. AID 1379; further: on the % scale 0 is the no-effect control and ±100 the full control effect; nearly all actives have a fitted effect of over 60% in size
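Compounds were added to a substrate mix at pH 7.2 (50 mM imidazole, 10 uM ATP, within the enzyme's linear range), followed by Kinase-Glo detection reagent; luminescence was measured after 8 minutes at ambient temperature.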
The depositor's hits bear a star; i = inactive; u = inconclusive; x = no result given; & = joins results of further samples; [ ] = remark or other dose. Unless noted, the call rests on the fitted dose curve; in most records, active means well fitted curve in the direction sought with a large enough effect; inconclusive means small, poorly fitted or top-dose-only effect, or another doubt; inactive means no such curve, though single readings can be large; an effect the other way counts as inactive or inconclusive. Potency means the concentration at half of the fitted maximal effect. The list is partial, so the mix of outcomes need not match the whole.

Every second line gives: L3MBTL1 inh | RECQ1 inh | SMN2 splice enh | ALDH1A1 inh | Tau fibril ThT | JMJD2E inh | LMNA splice mod | KinaseGlo FLuc
Cc1ccc2nc3nc(NCC4CCCO4)c(C(=O)NC4CCCC4)cc3c(=O)n2c1 (stereo not given)
    14.1% | -10.0% | -12.3% | u | -8.3% | -3.4% | 1.4% | -1.3%
CCN(CC)Cc1c(O)c(Cl)cc2c3c(c(=O)oc12)CCCC3
    -0.5% | -4.9% | 4.2% | u | u | u | 7.5%[0.0737 µM] | 4.1%
COCCn1c(SCC#N)nnc1-c1ccccc1
    -9.1% | 1.6% | -10.3% | -43.3% | -11.0% | -13.2% | -3.1% | -2.9%
O=C(O)c1ccc(NS(=O)(=O)c2ccc(Cl)c(Cl)c2)cc1O
    -1.4% | 1.1% | 7.5% | -10.3% | 0.6% | 2.0% | 4.4% | 2.4%
C=CCn1c(C)c(C(C)=O)c(N2CCN(C(c3ccccc3)c3ccccc3)CC2)nc1=S
    -7.5% | -9.1% | -48.7%[inhibitor] | -1.6% | -17.8% | -1.2% | -6.4%[46 µM] | 1.0%
CN1CCC(=NNC(=O)CSc2ccc(Cl)cc2)CC1
    7.2% | -6.0% | x | u | -5.6% | 53.2%[activator] | -14.8%[46 µM] | -0.9%
CCOC(=O)[C@@H]1CCN(Cc2ccccc2)C[C@H]1c1ccccc1
    28.4% | -10.3% | x | x | -4.5% | 7.4% | x | x
CCOC(=O)c1sc(NC(=O)CSc2nncs2)c(C(=O)OCC)c1C
    -4.5% | -7.7% | 31.8% | u | -8.9% | 2.0% | u | -1.6%
COc1ccc(S(=O)(=O)N2CCOCC2)cc1Br
    -4.6% | i | 3.3% | 1.5% | 4.4% | u | u | 1.2%
CCOc1cc(-c2nc(-c3ccccc3OC)no2)cc(OCC)c1OCC
    x | -1.1% | u | -14.2% | -10.2% | u | 6.6% | -1.9%
Cc1ccc(N(CC(=O)NCCSCc2ccco2)S(C)(=O)=O)cc1
    -10.4% | 2.7% | -10.3% | 8.91µM* | -10.8% | -2.1% | -0.6% | 2.3%
CN(C)CCCN1c2ccccc2CCc2ccc(Cl)cc21
    -2.5% | 6.9% | -44.1%[inhibitor] | 2.2% | u | u | u | 0.2%
O=C(NCc1ccco1)C(=O)NCC1OCCCN1S(=O)(=O)c1ccc(F)cc1 (stereo not given)
    x | i | -5.1% | u | -6.8% | 3.5% | x | -4.3%
O=Nc1c(-c2ccccc2)cc2ccccn12
    u | -4.9% | 9.4% | -5.8% | u | -24.5% | x | -7.7%
NC(=O)N[C@H]1NC(=O)NC1=O
    x | i | 4.9%[20.6 µM] | 6.9%[20.9 µM] | x | 6.3%[25.5 µM] | u | -2.5%[17.1 µM]
Cc1cccc(C(=O)NC(=S)Nc2ccc(S(=O)(=O)N3CCCCC3)cc2)c1
    -3.8% | -6.4% | -46.6%[inhibitor] | 8.91µM* | -11.8% | -1.3% | u | -3.7%
CCO[C@H]1OC(C(=O)N2CCOCC2)=C[C@@H](C)[C@@H]1CCCO
    0.3% | -15.2% | x | 5.5% | -0.5% | 2.2% | x | x
O=C(Nc1cccc(C(=O)N2CCCC2)c1)c1ccccc1
    -6.2%[11.4 µM] | -4.6% | 10.0% | 5.9% | 8.6% | 0.9% | -1.5% | 0.0%
COc1ccc(C2CC(c3ccccc3)=NN2C(=O)COC(=O)CNC(=O)c2ccccc2)cc1 (stereo not given)
    -2.8% | -1.7% | 7.4% | u | -1.0% | 64.2%[activator] | -20.9% | -3.3%
COCc1nnc(NC(=O)c2ccccc2Oc2ccccc2)s1
    3.4% | -3.3% | -5.5% | 2.4% | -1.7% | 4.8% | 0.3%[46 µM] | 1.6%
CCCCCC(=O)NNC(=O)c1ccc(-c2ccccc2)cc1
    -11.2% | -0.3% | -9.2% | 7.8% | -24.4% | 1.3% | -12.3% | 3.3%
COc1ccc(CNC(=O)CN(CCC(C)C)S(=O)(=O)c2ccc3c(c2)OCCO3)cc1
    -1.5% | -12.9% | -18.1% | -1.1% | -12.2% | -8.7% | u | 2.8%
Cc1ccc2c(c1)nnn2C1CCN(CC(=O)NCc2ccccc2F)CC1
    -8.5% | i | -15.2% | 5.2% | 3.5% | -27.0% | -4.8%[46 µM] | 2.5%
O=C(O)/C=C/c1ccc(OCc2cccc(F)c2)cc1
    x | -1.5% | x | -1.0% | -2.0% | 3.4% | x | 4.1%
CC(CNc1ccc([N+](=O)[O-])cc1)NC(=O)c1ccccc1Br (stereo not given)
    -1.8% | -7.2% | -38.6%[inhibitor] | u | u | 4.9% | -8.5% | 0.2%
O=C(O)CCc1ccc(-c2cccs2)n1NC(=O)c1ccc(Cl)cc1Cl
    x | 7.8% | -14.3% | u | -9.1% | -4.9% | 9.5% | -4.6%
CC1=CC(C)(C)N2C(=O)C3(C(C#N)=C(N)Oc4cc(O)ccc43)c3cccc1c32 (stereo not given)
    -0.8%[11.4 µM] | -11.4% | 20.7% | 8.8% | -5.7% | -2.6% | 0.5% | -2.4%
COc1cc(/C=C/C(=O)OCC(=O)NC(=O)NC(C)C)ccc1OCC#N
    5.8% | i | 1.3% | u | 0.6% | u | 5.2% | 3.0%
CCOC(=O)c1[nH]c(C)c(C(=O)OCCN2C(=O)c3ccccc3C2=O)c1C
    4.4% | i | -0.5% | 0.9% | 4.0% | -3.5% | 8.3% | -2.1%
CC1=C(C(=O)OCc2ccccc2)C(c2ccsc2)C(C#N)=C(N)O1 (stereo not given)
    -16.7% | -9.8% | -6.0% | u | -7.0% | -14.4% | -5.6% | 0.9%
COC(=O)c1sc2ncccc2c1OCc1cccc(Cl)c1
    32.8%[activator] | -2.4% | -17.3% | 3.7% | u | u | u | -1.4%
CN/C=C1\C(=O)C(C)(C)Oc2ccc3ccc(=O)oc3c21
    -12.4% | -4.8% | 15.3% | -3.3% | -10.4% | -6.6% | -15.2% | 4.6%
COCC(=O)N1CCC2(CC1)CN(c1ccncc1)C2
    x | -6.2% | -25.1% | 0.5% | x | x | x | -0.8%
Cc1nc(NCCc2ccccc2)c(C#N)c(C)c1[N+](=O)[O-]
    -12.0% | 6.7% | -4.8% | -6.2% | 9.8% | 0.9% | u | 2.8%
CC(=O)C1=C(O)C(=O)N(Cc2ccco2)C1c1ccccc1 (stereo not given)
    -0.9% | -12.9% | -9.0% | 0.1% | -4.3% | -10.1% | -2.1% | -0.4%
N#Cc1ccc(-c2nnnn2-c2ccc3c(c2)OCO3)cc1
    -8.3% | -6.6% | 0.4% | -12.1% | -8.0% | 0.1% | 3.2% | -5.6%
Cc1nnc(SCC(=O)NCCOc2ccc(Cl)cc2)n1-c1ccccc1
    27.4% | -3.0% | -8.3% | 4.4% | 5.4% | -3.6% | 16.9% | -0.9%
CC(OC(=O)c1nsc(Cl)c1Cl)C(=O)NC(C)(C)C (stereo not given)
    0.0% | -6.5% | 2.6% | -1.5% | -0.6% | -3.2% | 0.8% | 3.5%
Oc1ccc(-c2nnc(Nc3ccccc3)c3ccccc23)cc1
    2.0% | -15.1% | x | x | -12.1% | 6.5% | x | x
N#Cc1c(-c2cccnc2)c2c([nH]c1=O)-c1ccccc1OC2
    5.1% | -2.5% | x | x | 17.5% | u | x | x
CN(C)C(=O)C12CCC(C)(C(=O)C1Br)C2(C)C (stereo not given)
    -4.6% | 13.2% | x | x | 2.3% | 5.4% | x | x
O=C(c1ccc(Cl)cc1)C1CCCN(Cc2cccn2-c2ccccn2)C1 (stereo not given)
    -29.1% | -8.2% | x | 9.5% | -5.2% | -5.8% | u | -2.9%
CCNC(=O)c1ccccc1NC(=O)c1cccc(S(=O)(=O)N2CCOCC2)c1
    1.0% | -13.5% | -11.7% | u | -2.2% | -3.8% | 0.9% | -3.0%
CCOc1ccc(NC(=O)NC23CC4CC(CC(C4)C2)C3)cc1
    20.8% | -6.0% | -5.5%[1.84 µM] | 7.1% | -5.2% | -5.4% | -13.4% | -1.9%
COCCNc1cc(-c2ccccc2C(F)(F)F)ncn1
    x | -10.0% | -9.0% | -4.5% | -5.0% | u | 7.1% | -2.5%
Oc1cccc(NC(=S)N=Nc2c(O)[nH]c3ccc(Br)cc23)c1
    -3.0% | -7.7% | x | x | 6.31µM* | 5.9% | x | x
CCCn1c(=O)c2[nH]c(C3CCCC3)nc2n(CCC)c1=O
    -1.6% | 4.8%&1.8%&-0.5%&-3.7% | -25.7%&14.4%&3.1%&-7.3% | -4.9%&-10.3%&-7.6%&-10.3%&-7.3% | -6.1%&-7.3%&0.6%&12.6%&-13.1% | 10.8%&4.2%&13.4%&12.3% | u | -2.1%&-2.0%&-1.0%&-0.6%
Cc1nn(-c2ccccn2)c2c1C(c1ccsc1)C1=C(CCCC1=O)N2 (stereo not given)
    x | -0.6% | 15.6% | u | -7.7% | u | -22.9% | 1.7%
Cc1cnccc1CN(C)C(=O)CC1C(=O)NCCN1CC1CCCCC1 (stereo not given)
    -17.8% | 9.6% | x | -0.4% | -9.9% | -3.1% | u | -0.5%
COc1ccc(-c2c(NC(=O)C(C)C)n(C)c3ccccc3c2=O)cc1
    x | -9.0% | -19.9% | u | 3.0% | u | -2.9% | 20.4%
O=C(Cc1c[nH]c2ccccc12)NCc1ccccc1F
    -2.0% | -1.7% | 13.2% | 4.7% | -2.0% | -1.3% | u | 0.6%
Cc1cc[n+](CC(=O)c2cc3ccccc3oc2=O)cc1
    33.8%[activator] | -10.2% | -2.0% | u | -0.9% | 3.1% | -12.8% | 1.4%
COC(=O)COc1ccc(S(=O)(=O)NCc2ccco2)cc1Cl
    18.9%[11.4 µM] | i | x | 3.7% | -4.2% | 1.3% | 6.7% | 2.6%
